TRHR agonist: activates the human TRH receptor; P34981; TRHR cells, calcium flux fluo-8, FDSS agonist mode; activation, % at 2 µM; actives 0.18% (n = 360,000); AID 493084; in the data active = activation above about 30%; also: 0% is about no effect
Target sequence (P34981 whole entry, looked up): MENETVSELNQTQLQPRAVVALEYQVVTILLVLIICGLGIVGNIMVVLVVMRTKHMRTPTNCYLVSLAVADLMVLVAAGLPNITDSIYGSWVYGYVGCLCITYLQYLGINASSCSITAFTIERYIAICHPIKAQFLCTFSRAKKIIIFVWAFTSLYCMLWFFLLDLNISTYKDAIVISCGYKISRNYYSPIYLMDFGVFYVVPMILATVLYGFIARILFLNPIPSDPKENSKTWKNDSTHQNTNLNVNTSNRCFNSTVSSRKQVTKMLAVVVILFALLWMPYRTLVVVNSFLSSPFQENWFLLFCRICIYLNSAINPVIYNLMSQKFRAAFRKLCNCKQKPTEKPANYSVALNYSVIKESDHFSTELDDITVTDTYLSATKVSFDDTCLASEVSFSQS
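In this calcium-flux screen, cells bearing human TRHR are dye-loaded with fluo-8, baselined for 10 cycles, then exposed to library compounds; positive kinetic calcium responses during the agonist phase mark hits, with TRH as control.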
D2 agonist: agonists of human D2 dopamine receptor. P14416. HEK293 T-REx D2 cells, calcium flux agonist mode. activation, % at 2 µM. actives 0.53% (n = 340,000). AID 485358;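 active = activation over 3 SD above normal in the single-dose calcium agonist read, cut at about 30% in these data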; also: 0% is about no effect
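Tetracycline-induced HEK293 Trex cells with D2 receptor force-coupled to calcium signaling, plated overnight at 30 C and loaded with no-wash calcium dye. Calcium flux read kinetically for 180 s after compound addition; responses flag agonists.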
Pin1 inhibitor: blocks the human prolyl isomerase Pin1 | Pin1 FP peptide displacement, HiFluor488, 10 min | Potency, µM (titrated, usually from 115 µM), without a hit: at the highest dose activity, negative = inhibition, hits mostly inhibitors | actives 0.009% (n = 390,000) | AID 504891; active = well fitted inhibition curve with a large enough effect in the polarisation, with a control signal flat, not every such curve was filed as active; inconclusive = small, poorly fitted or top-dose-only effect, or effect the other way, or a change in a side signal; inactive = no such curve, though single readings can be large or run the other way; the % refers to the polarisation; also: potency is read from the fitted curve at half-maximal effect; % is scaled to controls: 0 for no effect and ±100 for the full control effect
TRHR PAM: allosterically enhances the human TRH receptor | P34981 | TRHR cells, fluo-8 calcium fluorescence, EC20 TRH enhancement | enhancement, % at 2 µM | actives 0.66% (n = 360,000); in the data active = enhancement above about 30%; also: 0% is about no effect
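TRHR-expressing cells loaded with fluo-8 calcium dye were read kinetically (ex 480/em 530) during compound addition, then stimulated with an EC20 of TRH (10 nM final). Enhancement of the Gq-mediated intracellular calcium response was scored.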
rTrxR1 inhibitor: blocks rat thioredoxin reductase 1 | recombinant rTrxR1, NADPH fluorescence consumption, selenite substrate | Potency, µM (doses to about 114 µM), for inactives: top-dose activity change, negative = inhibition, hits mostly inhibitors | actives 1% (n = 390,000); also: potency is read from the fitted curve at half-maximal effect; % is scaled to controls: 0 for no effect and ±100 for the full control effect; nearly all actives have a fitted effect of over 65% in size
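Rat TrxR1 (90 nM in the dispensed reagent) was pre-reduced with 400 uM NADPH for 5 min at room temperature, then incubated with compound for 15 min. After 400 uM selenite was added, NADPH fluorescence (Ex 340/Em 450 nm) was followed for 8 min.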
D2 antag: antagonists of human D2 dopamine receptor; inhibition, % at 10 µM; actives 2% (n = 340,000); HEK293 TREx D2 cells, calcium flux, dopamine EC80; in the data active = inhibition above about 30%; also: 0% is about no effect
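Tetracycline-induced HEK293 TREx cells expressing D2 receptor forced-coupled to calcium signalling, loaded with no-wash calcium dye. Compounds added and calcium flux read 180 s, then dopamine added at EC80 and read a further 180 s.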
USP1 inh: blocks the human USP1/UAF1 deubiquitinase complex | O94782 | recombinant USP1/UAF1, Ub-Rhodamine cleavage fluorescence | Potency, µM (titrated, usually from 57.1 µM), for the others: at the highest dose activity change, negative = inhibition, actives largely listed as inhibitors | actives 0.23% (n = 390,000); also: potency is read from the fitted curve at half-maximal effect; % is scaled to controls: 0 for no effect and ±100 for the full control effect; nearly all actives have a fitted effect of over 60% in size; inactives centre near -12
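Step one: compound is pinned into 1nM USP1/UAF1 in HEPES pH 7.8 buffer with TCEP. Step two: 15 min room-temperature incubation. Step three: Ub-Rho (150nM final) starts cleavage, tracked by fluorescence over six one-minute reads.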
mIDH1 inhibitor: blocks human mutant IDH1 R132H enzyme; Potency, µM (titrated, usually from 76.6 µM), inactives show at the highest dose activity change, negative = inhibition, actives largely listed as inhibitors; IDH1-R132H enzyme, NADPH consumption, diaphorase/resazurin fluorescence; AID 602179; O75874; actives 0.093% (n = 390,000); also: potency is read from the fitted curve at half-maximal effect; % is scaled to controls: 0 for no effect and ±100 for the full control effect; nearly all actives have a fitted effect of over 65% in size
Target sequence (O75874 whole entry R132H, stated change not applied): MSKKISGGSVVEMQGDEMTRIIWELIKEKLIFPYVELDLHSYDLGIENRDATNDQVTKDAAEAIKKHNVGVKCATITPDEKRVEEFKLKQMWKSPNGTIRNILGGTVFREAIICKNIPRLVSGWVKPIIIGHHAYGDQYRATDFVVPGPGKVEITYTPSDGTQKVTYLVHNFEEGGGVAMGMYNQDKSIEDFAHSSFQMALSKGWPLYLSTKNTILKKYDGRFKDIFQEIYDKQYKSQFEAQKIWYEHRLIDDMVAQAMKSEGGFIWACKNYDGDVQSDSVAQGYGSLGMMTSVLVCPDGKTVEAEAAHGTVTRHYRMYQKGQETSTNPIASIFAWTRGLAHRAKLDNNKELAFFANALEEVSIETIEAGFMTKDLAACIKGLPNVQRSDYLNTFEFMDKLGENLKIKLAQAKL
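IDH1-R132H (0.5 ug/mL) preincubated 30 min with compound, then NADPH (0.016 mM) and alpha-KG (2 mM) added; 80 min at RT, pH 7.5. Remaining NADPH coupled via diaphorase/resazurin to fluorescence (540/590 nm); concentration-response curves normalized to no-enzyme control.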
TrxR1 substrate: substrates of rat thioredoxin reductase 1; purified TrxR1 substrate turnover, NADPH consumption readout; Potency, µM (titrated, usually from 114 µM), without a hit: top-dose activity change, negative = substrate turnover; actives 0.01% (n = 390,000); also: potency is read from the fitted curve at half-maximal effect; % is scaled to controls: 0 for no effect and ±100 for the full control effect; nearly all actives have a fitted effect of over 50% in size
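Rat TrxR1, dispensed at 90 nM, was prereduced with 400 uM NADPH (final) for 5 min at ~22 deg C, then incubated with compound 15 min before 400 uM selenite. A first-read NADPH fluorescence drop versus no-compound background flagged substrates.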
Active calls of the source: *; ? = inconclusive; . = not tested or not shown; [ ] = another dose, or the depositor's remark. Unless noted, calls follow the shape of the dose curve; as a rule, active = well fitted inhibition curve with a large enough effect; inconclusive = small, poorly fitted or top-dose-only effect; inactive = no such curve, though single readings can be large or run the other way.

| nr | canonical_smiles | D2 antag | D2 agonist | rTrxR1 inhibitor | TrxR1 substrate | USP1 inh |
| --- | --- | --- | --- | --- | --- | --- |
| 1 | CC(SCc1ccccc1)C(=O)Nc1ccccc1-c1ccccc1 (stereo not drawn) | -10 | 0.5 | 6% | -6% | -17% |
| 2 | C=CCc1cccc2cc(C(=O)N(CC)CC)c(=O)oc12 | 11 | -1.3 | -17% | -2% | -18% |
| 3 | CCSc1nnc(NC(=O)C(Cc2ccccc2)n2cccc2)s1 (stereo not drawn) | 4 | 0.2 | 7% | 8% | ? |
| 4 | Cc1cc(=O)oc2cc(OCC3CC(c4ccccc4Cl)=NO3)ccc12 (stereo not drawn) | -11 | 1.0 | 33% | 51%[activator] | -1% |
| 5 | CN(C)S(=O)(=O)n1cnc([C@H]2c3c(ncn3Cc3ccccc3)C[C@H]3COC(=O)[C@@H]32)c1 | -1 | 0.0 | 14% | -2% | -15% |
| 6 | Cc1cccc[n+]1CC(=O)N1c2ccccc2Sc2ccccc21 | 13 | 0.2 | -4%[57.1 µM] | -3%[57.1 µM] | -7% |
| 7 | CNC(=O)c1sc(-c2ccccc2)nc1C | 1 | -1.6 | 6%[57.1 µM] | -4% | -17% |
| 8 | O=C(c1ccc2c(c1)N(Cc1ccc(F)cc1)C(=O)c1ccccc1S2(=O)=O)N1CCCCCC1 | . | 1.2 | -1% | -11% | -14% |
| 9 | O=C(CCCn1c(=O)[nH]c2ccsc2c1=O)N1CCCCC1 | 5 | 0.2 | -4% | -7% | 1% |
| 10 | CC(=O)OC[C@H]1O[C@H](CCO/N=C(\C)CCN2CCCc3nc(C)c(C)cc32)C=C[C@@H]1OC(C)=O | 78* | 65* | . | . | . |
| 11 | CCOc1ccccc1C(=O)NCC(=O)OCC(=O)c1c(N)n(C)c(=O)n(C)c1=O | . | . | 19% | 5% | -9% |
| 12 | CCc1cnc2c(c1SCc1ccccc1C)c(=O)n(C)c(=O)n2C | . | 1.7 | 24%[57.1 µM] | -1%[57.1 µM] | -25% |

| nr | TRHR PAM | Pin1 inhibitor | TRHR agonist | mIDH1 inhibitor |
| --- | --- | --- | --- | --- |
| 1 | -10 | -1% | -0.9 | 1% |
| 2 | -2 | 2% | -0.6 | 9% |
| 3 | -2 | 9% | 0.4 | 11% |
| 4 | -9 | 9% | -0.3 | 7% |
| 5 | 3 | 2% | 0.1 | -11% |
| 6 | 31* | -4% | -1.6 | 17% |
| 7 | 4 | 1% | -1.0 | -1% |
| 8 | -14 | 8% | 0.8 | 5% |
| 9 | 1 | -1% | -0.4 | 0% |
| 10 | 5 | . | 1.5 | . |
| 11 | . | 1% | . | 1% |
| 12 | 1 | -2% | -0.1 | -7% |

More compounds
| nr | canonical_smiles | D2 antag | D2 agonist | rTrxR1 inhibitor | TrxR1 substrate | USP1 inh |
| --- | --- | --- | --- | --- | --- | --- |
| 13 | COc1ccc(/C=N/NC(=O)C2C(C=C(Cl)Cl)C2(C)C)c(OC)c1 (stereo not drawn) | . | . | 0% | -15% | -17% |
| 14 | CC1CCN(S(=O)(=O)c2ccc(NC(=O)N3c4ccccc4Sc4ccccc43)cc2)CC1 | 7 | -0.3 | 18% | 0% | 2% |
| 15 | COc1ccccc1NS(=O)(=O)c1cccc(C(=O)NNC(=O)C(C)NC(=O)c2ccco2)c1 (stereo not drawn) | . | . | 28% | 2% | -14% |
| 16 | COc1ccc(CCNC(=O)Cn2cccc2C(=O)c2ccccc2)c(OC)c1 | -9 | -0.5 | 14% | -5% | -20% |
| 17 | Cc1ccccc1NC(=O)c1ccc(F)c(S(=O)(=O)N2CCc3ccccc3C2)c1 | . | 0.1 | 5%[57.1 µM] | -3%[57.1 µM] | -13% |
| 18 | NC(=O)C1(c2ccccc2)CCC(=O)N1c1ccccc1 (stereo not drawn) | 4 | -0.2 | 16%[57.1 µM] | 9%[57.1 µM] | 0% |
| 19 | CCN(CC)CCCNC(=O)c1ccc(C)c(NC(=O)C2=C(C)OCCS2)c1 | 14 | 0.5 | 1% | 2% | -6% |
| 20 | COc1c(Cl)cccc1-c1cn2ccccc2n1 | -2 | 0.4 | 28%[57.1 µM] | 58% | -11% |
| 21 | Cc1c(C)n(CCCN(C)C)c2ncnc(Nc3ccccc3)c12 | 15 | 0.5 | -4% | -2% | -22% |
| 22 | CCc1cccc(C)c1NC(=O)CSc1nc(-c2ccccc2F)nc2nc[nH]c12 | 2 | -2.1 | 45%[activator] | 20% | -6% |
| 23 | Cc1ccc(S(=O)(=O)NCC(=O)NCc2ccncc2)cc1 | 10 | 0.5 | 8%[57.1 µM] | 10%[57.1 µM] | -4% |
| 24 | CCC(C(=O)NC1CCCC1)N(Cc1ccco1)C(=O)Cn1nnc(-c2ccc(C)cc2)n1 (stereo not drawn) | -8 | 0.6 | 12% | 5% | -18% |
| 25 | CCN(CC)C(=O)C1CCCN(Cc2ccc3ccccc3c2)C1 (stereo not drawn) | -5 | 0.4 | 19% | 4% | -18% |
| 26 | CSc1ccc(/C=C/c2nc3ccccc3n2S(=O)(=O)c2ccc(F)c(C)c2)cc1 | . | 0.3 | 23%[57.1 µM] | 24%[57.1 µM] | ? |

| nr | TRHR PAM | Pin1 inhibitor | TRHR agonist | mIDH1 inhibitor |
| --- | --- | --- | --- | --- |
| 13 | -1 | 5% | -1.2 | 1% |
| 14 | -3 | -2% | 0.2 | -2% |
| 15 | . | -6% | . | -14% |
| 16 | -1 | 6% | -1.6 | 8% |
| 17 | -1 | 1% | 0.3 | 2% |
| 18 | 2 | -8% | 0.2 | -4% |
| 19 | 6 | -6% | 1.0 | 9% |
| 20 | -9 | 0% | 0.1 | 15% |
| 21 | 3 | -7% | 0.8 | 0% |
| 22 | -3 | 13% | 0.5 | 10% |
| 23 | -9 | -8% | 0.4 | 3% |
| 24 | 4 | 5% | -4.3 | 8% |
| 25 | -1 | -14% | 0.0 | 8% |
| 26 | -1 | 5% | -1.5 | 7% |

Assay outcomes (PubChem)

A portion of the library (hit frequency here may not be typical).
